CBFb-RUNX1 inh: inhibitors of human CBF-beta and RUNX1 interaction. Q01196+Q13951. AlphaScreen CBFb-His/RUNX1-biotin binding, biochemical. Potency, µM (series often up to 59.8 µM), for inactives: at the highest dose activity, negative = inhibition, hits mostly inhibitors. 230,000 tested, under 10 active. AID 1477; also: % of control where 0% means no effect
Target sequence (Q01196 whole entry, looked up): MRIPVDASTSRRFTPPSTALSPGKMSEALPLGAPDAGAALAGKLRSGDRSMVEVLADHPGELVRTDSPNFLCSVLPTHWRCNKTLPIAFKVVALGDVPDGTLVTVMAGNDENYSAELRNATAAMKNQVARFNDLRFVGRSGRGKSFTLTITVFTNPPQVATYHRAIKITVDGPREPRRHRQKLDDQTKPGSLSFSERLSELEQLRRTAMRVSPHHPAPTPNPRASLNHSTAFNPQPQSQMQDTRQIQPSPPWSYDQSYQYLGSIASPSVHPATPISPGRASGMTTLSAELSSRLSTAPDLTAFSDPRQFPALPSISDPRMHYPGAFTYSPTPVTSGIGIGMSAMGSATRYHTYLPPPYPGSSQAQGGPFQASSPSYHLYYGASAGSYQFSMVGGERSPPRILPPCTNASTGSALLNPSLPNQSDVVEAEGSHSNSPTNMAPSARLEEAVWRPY
Target sequence (Q13951 whole entry, looked up): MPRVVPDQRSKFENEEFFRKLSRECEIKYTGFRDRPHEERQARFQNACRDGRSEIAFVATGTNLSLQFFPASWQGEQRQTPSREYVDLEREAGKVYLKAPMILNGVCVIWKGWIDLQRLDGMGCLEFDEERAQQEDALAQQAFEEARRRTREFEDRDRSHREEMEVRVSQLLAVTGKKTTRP
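Read-out: AlphaScreen. Format: His-CBF-beta with biotinylated RUNX1 (30 nM each) preincubated 20 min, compound 15 min, Ni-chelate plus streptavidin beads 90 min; room temperature throughout.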
IMPase Li cell: IMPase inhibition in cells with lithium potentiation | CHO-M1 cells, IP1 TR-FRET (IP-One), carbachol + lithium | Potency, µM (series often up to 59.4 µM), for inactives: at the highest dose activity, negative = IMPase inhibition, most hits filed as inhibitors | 0.35% of 210,000 active;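 also: IP1 builds up when IMPase is blocked and the TR-FRET signal falls; potency is read from the fitted curve at half-maximal effect; plate controls were basal vehicle for no effect and high inhibitor control for full effect; nearly all actives have a fitted effect of over 50% in size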
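Test compounds were applied to CHO-M1 cells previously cultured for 16–30 h at 2000 per well. A small lithium amount accompanied them; after 30 min at 37C, IP1 was quantified by TR-FRET.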
HttQ103 aggreg: reduces HttQ103-GFP aggregates in PC12 cells | PC12 HttQ103-GFP aggregates, Acumen cytometry, 40 h | Potency, µM (top dose mostly 46.1 µM), for inactives: at the highest dose activity change, negative = inhibition, most hits filed as inhibitors | 1.1% of 220,000 active; also: potency is read from the fitted curve at half-maximal effect; % is scaled to controls: 0 for no effect and ±100 for the full control effect; nearly all actives have a fitted effect of over 60% in size
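Read-out: GFP aggregate count by laser scanning cytometer (488 nm excitation, 500-530 nm emission, 1–25 µm objects >6 SD above background). Cells: PC12, inducible HTTex1-Q103-GFP, 100 nM tebufenozide; compounds titrated.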
Luc counter: counter-screen: inhibitors of Kinase-Glo firefly luciferase; Q27757; Kinase-Glo luciferase, ATP luminescence, 8 min; Potency, µM (top dose mostly 38.3 µM), without a hit: at the highest dose activity change, negative = inhibition, hits mostly inhibitors; 0.28% of 200,000 active; also: potency is read from the fitted curve at half-maximal effect; % is scaled to controls: 0 for no effect and ±100 for the full control effect; nearly all actives have a fitted effect of over 60% in size
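Kinase-Glo luciferase light output from ATP and luciferin was measured with 10 uM ATP, within the enzyme's linear range. Buffer: 50 mM imidazole pH 7.2, 50 mM KCl, 7 mM MgCl2, 0.01% Tween 20, 0.05% BSA; luminescence read after 8 min at ambient temperature.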
SMN2 splice up: increases expression of the SMN2 splice variant; HEK293 SMN2-luciferase splicing reporter, luminescence, 30-36 h; Potency, µM (titrated, usually from 46.1 µM), inactives show at the highest dose activity change, positive = activation, usual class: activators; 2.8% of 210,000 active; also: potency is read from the fitted curve at half-maximal effect; % of control where 0% means no effect; nearly all actives have a fitted effect of over 55% in size
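qHTS luciferase splicing reporter: luminescence rises when SMN2 exon 7 is included in transfected HEK293 cells. Compound exposure lasted 30-36 h at 37C, with 4.5 mM final sodium butyrate as control, followed by a ONE-Glo read.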
Lamin A splicing: changes lamin A minigene splicing in HeLa cells; 0.01% of 200,000 active; AID 1487; HeLa LMNA splicing GFP/RFP minigene ratio, 48 h; Potency, µM (top dose mostly 46.1 µM), for inactives: at the top dose ratio change, negative = inhibition, actives largely listed as inhibitors; active = well fitted inhibition curve with a large enough effect in the signal ratio, with a control signal flat, not every such curve was filed as active; inconclusive = small, poorly fitted or top-dose-only effect, or effect the other way, or a change in a side signal; the % refers to the signal ratio; also: potency is read from the fitted curve at half-maximal effect; % is scaled to controls: 0 for no effect and ±100 for the full control effect
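S3 HeLa cells stably expressing lamin A-EGFP splicing minigene plus DsRed2, 600 cells/well, 48 h compound exposure at 37C. Laser-scanning cytometry; analysed as GFP (500-530 nm)/RFP (575-640 nm) total intensity ratio; 0.5% DMSO vehicle.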
HTT cytoprotect: cytoprotection in Huntington HTT-Q103 PC12 cell model; AID 1471; 0.14% of 230,000 active; Potency, µM (doses to about 56.4 µM), inactives show cytoprotection (ATP increase), actives largely listed as activators; PC12 HTT-Q103 induced, cytoprotection, ATP luminescence, 40 h;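 also: potency is read from the fitted curve at half-maximal effect; % of control where 0% means no effect; nearly all actives have a fitted effect of over 45% in size; toxic huntingtin expression switched on by the ecdysone agonist tebufenozide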
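Stable PC12 Q103-GFP cells in serum-supplemented, phenol red-free DMEM; induction by tebufenozide at 100 nM final; compound dose series; cell viability quantified luminescently from ATP.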
* = called active by the depositor; u = inconclusive; x = no result given; & = joins results of further samples; [ ] = dose if it differs, or a comment. Unless noted, calls follow the shape of the dose curve; as a rule, active = well fitted curve in the direction sought with a large enough effect; inconclusive = small, poorly fitted or top-dose-only effect, or another doubt; inactive = no such curve, though single readings can be large; an effect the other way counts as inactive or inconclusive.

| item | SMILES | HTT cytoprotect | HttQ103 aggreg | IMPase Li cell | CBFb-RUNX1 inh | Lamin A splicing | Luc counter | SMN2 splice up |
| --- | --- | --- | --- | --- | --- | --- | --- | --- |
| 1 | CC(C)CN(Cc1cc(=O)oc2cc3c(cc12)CCCC3)CC(C)C | 20%[10 µM] | 24%[9.22 µM] | x | 2% | x | x | x |
| 2 | CNc1nc(-c2ccc3c(c2)CCN3C(=O)c2ccccc2C)cs1 | x | x | 12% | -13% | -1%[46 µM] | -8% | 22µM* |
| 3 | O=C(CSc1ncccc1-c1nc2ccccc2[nH]1)NCc1ccco1 | -13% | 5% | -29%[38.3 µM] | -8% | u | -12% | -13% |
| 4 | CC(C)(C)NC(=O)CSc1nnc(-c2ccncc2)n1Cc1ccccc1 | -2%[10 µM] | 12% | 26%[38.3 µM] | 4% | -7% | -9% | u |
| 5 | COCCN(CCOC)C(=O)CC(=O)N(CCOC)CCOC | 7%[10 µM] | 0% | 11%[38.3 µM] | -4% | 4% | -4% | 6% |
| 6 | O=C(c1ccc(F)cc1)N1CCCN(c2nc(-c3ccccc3)ns2)CC1 | 0%[10 µM] | 15%[9.22 µM] | x | 6% | x | x | x |
| 7 | CCOC(=O)C1(CCOC)CCN(C2C3CC4CC(C3)CC2C4)CC1 (centres undefined) | -9%[10 µM] | 0%[9.22 µM] | 3% | 10% | x | x | x |
| 8 | COC(=O)c1ccccc1NC(=O)Cc1nc(-c2ccccc2)sc1-c1ccc(C)cc1 | -3%[10 µM] | u | 0% | 0% | u | 3% | -7% |
| 9 | Cc1nc(NC(=O)COC(=O)c2ccc(S(=O)(=O)N3CCc4ccccc4C3)cc2)c(Cl)cc1Cl | -17% | 6%[9.22 µM] | 10µM* | 1% | x | -5% | -9% |
| 10 | COCCN(C(=O)CCc1ccccc1OC)c1nnc(-c2cccnc2)s1 | -3%[10 µM] | -2%[9.22 µM] | 10% | 3% | 12%[46 µM] | 6% | x |
| 11 | CCn1c(=O)c2cc(C(=O)N(C)c3cc(C)ccc3OC)sc2c2ccccc21 | -6%[10 µM] | 3%[9.22 µM] | x | 2% | x | x | x |
| 12 | CCc1nc(SCC(=O)NCc2ccc(F)cc2)c2c(=O)n(C)c(=O)n(C)c2n1 | 1%[10 µM] | -19% | 16%[38.3 µM] | 7% | -3% | 1% | -17% |
| 13 | CN1CCN(C(=O)c2nc3ccc(Cl)cc3[nH]2)CC1 | -46%[inhibitor] | x | -1% | 5% | x | 0% | -4% |
| 14 | Clc1ccc(C2CC(c3cccs3)n3ncnc3N2)c(Cl)c1 (centres undefined) | 12%[10 µM] | 9%[9.22 µM] | -4% | 13% | x | x | x |
| 15 | Cc1cc(C)c(NC(=O)CCCN2CCOCC2)c(C)c1 | -11% | -10% | 7%[38.3 µM] | 4% | -3% | 4% | 15% |
| 16 | O=C(Nc1ccccc1-c1nnc(SCc2ccccc2Cl)o1)c1ccccc1 | -19% | -4% | 7%[38.3 µM] | -2% | 4% | 1% | -24% |
| 17 | Cc1cc(C)c2[nH]c(=O)c(CN(Cc3ccco3)C(=S)NCC3CCCO3)cc2c1 (centres undefined) | -7%[10 µM] | -9% | 11% | 9% | u | 0% | -24% |
| 18 | CCOc1ccc2[nH]c(SCC(=O)OC)c([N+](=O)[O-])c2c1 | 8%[10 µM] | 12%[9.22 µM] | 6% | 6% | x | -2% | x |
| 19 | Cc1ccc(N/C(N)=N/c2nc(CSc3ccc(C)cc3)cc(=O)[nH]2)cc1 | -1% | -22% | 11%[38.3 µM] | 1% | 8% | -4% | 8% |
| 20 | COc1ccc(-c2csc(NC(=O)CN3C(=O)CCC3=O)n2)cc1OC | 21%[10 µM] | 11% | 7% | 1% | -16% | 4% | 5% |
| 21 | O=C(CN1CCN(c2ccc(F)cc2)CC1)Nc1ccccc1[N+](=O)[O-] | -48% | -11% | 10% | -27% | x | -2% | -8% |
| 22 | COc1ccc(NC(C)=O)c2nc(C)c(C)nc12 | -29% | 3% | 5%[38.3 µM] | -11% | 2% | -5% | 1% |
| 23 | CN(C)c1nc(C(N)=O)nc(N2CCOCC2)n1 | 21% | -10% | -6%[38.3 µM] | -4% | -5% | -2% | -6% |
| 24 | O=C(NCCc1ccccn1)/C(=C/c1ccco1)NC(=O)c1ccccc1 | -4%[10 µM] | 0%[9.22 µM] | -2% | 4% | x | -5% | x |
| 25 | Cc1ccc(-c2nn3c(C)nnc3s2)cc1NC(=O)c1ccc(OC(C)C)cc1 | -27% | 1% | 19%[38.3 µM] | 10% | 1% | -3% | u |
| 26 | CC(=O)c1ccc(OC(C)C)c(Cc2c(O)nc(N)[nH]c2=O)c1 | -1%[10 µM] | -6% | -1% | -7% | -10% | -1% | 0% |
| 27 | COCCCn1cc(C(=O)c2cc(Br)ccc2O)cc(C#N)c1=O | -141%[inhibitor] | -8% | 6% | 4% | -5%[46 µM] | 14% | -21% |
| 28 | CC(C)C(NC(=O)c1c(F)cccc1F)C(=O)NCC(c1ccccc1)N(C)C (centres undefined) | -12% | 5% | -2% | 4% | 1%[46 µM] | 7% | -1% |
| 29 | CCOC(=O)/C(=C/c1c[nH]c2ccccc12)NC(C)=O | 14% | 9% | 2%[38.3 µM] | -1% | 4% | -2% | 4% |
| 30 | COc1ccc(OCC(=O)N2CCN(c3nnc(-c4ccc(C)cc4)c4ccccc34)CC2)cc1 | -12%[10 µM] | -1%[9.22 µM] | x | 4% | x | x | x |
| 31 | COCC(=O)Nc1ccccc1NC(C)=O | 14% | 4% | -1%[38.3 µM] | 0% | 0% | 1% | -14% |
| 32 | Cc1ccc(C)c(OCCCCn2cnc3ccccc3c2=O)c1 | -13% | -2% | x | 6% | u | x | x |
| 33 | O=c1cc(CO)oc(C(Nc2ccccn2)c2ccc(F)cc2)c1O (centres undefined) | 4%[10 µM] | -9% | -6% | 2% | -18% | 0% | -2% |
| 34 | CN(Cc1ccccc1)Cc1nc2c(c(=O)n(C)c(=O)n2C)n1Cc1ccccc1Cl | 10% | 10% | 21%[38.3 µM] | -1% | 0% | 2% | -7% |
| 35 | N#Cc1ccccc1N=C1CCCN1Cc1ccccc1 | 5% | 23% | 0%[38.3 µM] | 16% | u | 7% | -22% |
| 36 | Cc1c(/C(O)=C2\C(=O)C(=O)N(CCN(C)C)C2c2ccccc2)cnn1-c1ccccc1 (centres undefined) | -2%[10 µM] | 7%[9.22 µM] | x | 23% | x | x | x |
| 37 | O=C1C(Cc2ccccc2)C(c2ccccc2)N1c1ccccc1 (centres undefined) | 26% | -26% | 16%[38.3 µM] | 8% | u | -6% | -53%[inhibitor] |
| 38 | CC(C)NC(=O)COC(=O)c1ccc(Cl)c(S(=O)(=O)N2CCCC2)c1 | 9% | 2% | 12%[38.3 µM] | -6% | 7% | -1% | 20% |
| 39 | Cc1nn(Cc2ccccc2)c2c1C(c1ccco1)C(C#N)=C(N)O2 (centres undefined) | -2% | -14% | 29%[38.3 µM] | 2% | 3% | 0% | -4% |
| 40 | O=C(Oc1ccccc1C(=O)Nc1ccccc1)c1ccc(Br)c([N+](=O)[O-])c1 | -19%[10 µM] | -22% | 12% | 11% | u | 0% | -6% |
| 41 | O=[n+]1c2c(n([O-])c3cc(Br)ccc31)CCCC2 | 8%[10 µM] | -8% | -12% | -1% | -14% | 3% | 0% |
| 42 | O=[N+]([O-])c1ccc(N/N=C\c2ccccc2OCc2ccccc2)cc1 | -13%[10 µM] | 4% | 16% | 2% | 15% | -4% | 11% |
| 43 | c1ccc(-c2nnc(-c3ccccc3)c(-c3c[nH]c4ccccc34)n2)cc1 | -25% | 2% | 19%[38.3 µM] | -5% | 7% | -1% | -3% |
| 44 | Cc1ccc(C2c3sc(=O)[nH]c3SC3C4CC(C5C(=O)N(C(C)C(=O)O)C(=O)C45)C23)cc1 (centres undefined) | -10%[10 µM] | -6% | 22% | -4% | -8% | -4% | 5% |
| 45 | O=C(CSc1ccc(-c2ccccn2)nn1)Nc1nccs1 | 4% | 8% | -20% | x | u | -2% | 0% |
| 46 | COc1ccc(C(=O)NC(C(=O)NCC2CCCO2)C(C)C)cc1 (centres undefined) | 20% | 6% | -7% | 19% | x | 1% | 0% |
| 47 | O=C(/C=C/c1ccco1)Nc1ccccc1N1CCOCC1 | 39%[10 µM] | 16% | 1% | -2% | 5% | -2% | 2% |
| 48 | C=CCNc1nc2c(c(=O)n(C)c(=O)n2C)n1CC | -28% | 13µM* | 8% | -10% | -2% | -1% | 5% |
| 49 | CCOC(=O)c1c(C)[nH]c(C(=O)C(C)OC(=O)c2cccc(OCc3c(C)noc3C)c2)c1C (centres undefined) | 18% | 11% | 9%[38.3 µM] | -3% | 12% | -1% | -49%[inhibitor] |
| 50 | COC(=O)c1ccc(C(NC(=O)OCc2ccccc2)/C(=C/[C@@H](C)C(=O)NCCc2c[nH]c3ccccc23)c2cccnc2)cc1 (some centres undefined) | 3% | x | -8% | -11% | x | 2% | 9% |
| 51 | CN(C)C(=O)OCC1COc2ccccc2O1 (centres undefined) | 4%[10 µM] | -3%[9.22 µM] | x | -7% | x | x | x |
| 52 | Cc1ccc2nc(/C(C#N)=C\c3cc(O)ccc3[N+](=O)[O-])[nH]c2c1 | -130%[inhibitor] | -1% | -2% | -7% | 9%[46 µM] | 0% | 3% |
| 53 | CN(C)Cc1ccccc1-c1nc(N(C)C)c2ccccc2n1 | -83%[inhibitor] | x | 0% | x | u | x | x |
| 54 | CCCCS(=O)(=O)Nc1ccc2ncn(C)c(=O)c2c1 | 1% | -19% | 15%[38.3 µM] | 1% | -8% | -1% | x |
| 55 | Cc1ccc2nc(SCC3CCCCO3)[nH]c2c1 (centres undefined) | -25%[10 µM] | 8%[9.22 µM] | x | 10% | x | x | x |
| 56 | NCCC[C@@H](CC(=O)N[C@@H]1CCNC[C@H]1C(=O)N[C@H](CC(=O)N[C@@H](CCC(=O)O)CC(=O)O)Cc1c[nH]c2ccccc12)NC(=O)C[C@H](Cc1c[nH]c2ccccc12)NC(=O)[C@@H]1CCCC[C@H]1N | -18% | x | 10% | -5% | x | 2% | 9% |
| 57 | Cc1oc(CN2CCOCC2)cc1C(=O)O | x | 0% | 1% | 3% | x | 1% | 14% |
| 58 | CNC(=O)[C@H](C)[C@@H]1C[C@@]1(C)[C@@H](NC(=O)OCc1ccccc1)c1ccccc1 | -7% | 16% | -2%&-1% | 7%&2% | -5% | -1%&3% | -48%&-9%[inhibitor] |

Assay outcomes: PubChem BioAssay, National Center for Advancing Translational Sciences (NCATS)
